From PubChem BioAssay
PAX8 inh HTS: inhibitors of PAX8 transcriptional activity in RMG-I cells; RMG-I TPO-luciferase reporter, SteadyGlo, 24 h; inhibition, % at 12.6 µM; actives 1.2% (n = 360,000); AID 652154;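 active means mean replicate inhibition at least 60% with every replicate also reaching 60%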;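 further: luciferase light reporting Pax8 driven TPO promoter activity; plate controls were median of neutral control wells for no effect and mitoxantrone controls for full effect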
S100A4 inh HTS: inhibitors of human S100A4 binding to myosin IIA peptide; P26447; actives 0.14% (n = 360,000); inhibition, % at 10.7 µM; S100A4/TAMRA-MyoIIA peptide fluorescence polarization;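 active means mean inhibition of at least 70% across replicates, with every replicate also reaching that level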
Target sequence (P26447 whole entry, looked up): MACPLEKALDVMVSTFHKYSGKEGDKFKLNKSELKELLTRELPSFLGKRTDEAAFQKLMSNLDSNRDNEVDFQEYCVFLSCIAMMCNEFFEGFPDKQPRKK
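Test system: S100A4 monomer protein; Medium: HEPES pH 7.2 with CaCl2, KCl, NaCl, DTT, Triton; Probe or stimulus: TAMRA-labelled myosin IIA heavy-chain peptide probe, 5 nM; Doses: one dose per compound; Times: polarization read 5 min after assay mix addition, stable 5–60 min; Benchmarks: neutral control DMSO, positive control TFP.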
PglD DTNB: blocks C. jejuni PglD acetyltransferase activity; purified PglD enzyme, DTNB colorimetric CoA detection; inhibition, % at 12.5 µM; actives 0.098% (n = 360,000); in the data active means inhibition above about 16%, passing the limit was not always enough; further: strong numbers were not always called active
PGC1a acetyl inh: lowers PGC1a acetylation signal in U2OS cells | AlphaScreen anti-acetyl-lysine; with virally co-expressed GCN5 acetyltransferase | inhibition, % at 15.6 µM | actives 0.17% (n = 350,000) | AID 651687;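 active means every replicate shows inhibition of at least 40%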;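 further: 0% = neutral control wells and 100% = positive control wells; some results beyond the cut were filed as inactive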
FN deposition inh: fibronectin deposition inhibition; inhibition, % at 12.6 µM; AH1F fibroblasts, Alexa488-fibronectin deposition fluorescence, overnight; AID 743247; actives 0.086% (n = 350,000);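 active means mean inhibition across replicates of 30% or more, regardless of how many single replicates reach that level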;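 further: positive control wells lacked labelled fibronectin entirely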
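Assay system: AH1F fibroblasts assembling fluorescent fibronectin matrix; Amount: 10000 AH1F cells per well; Buffer or medium: DMEM, 2% serum; Probe or stimulus: Alexa488-fibronectin, 24 nM final in well; Doses: single compound dose, delivered by pin transfer; Incubation: 1 h adhesion, overnight exposure; Measured by: fluorescence 485/525 nm; Read-out: fibronectin deposition inhibition.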
ERAP1 HTS inh: blocks human ERAP1 aminopeptidase activity. inhibition, % at 10.7 µM. Q9NZ08. recombinant ERAP1, Leu-AMC fluorescence, 60 min. actives 0.15% (n = 340,000);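 active means mean replicate inhibition of at least 30%, or all replicates individually reaching that 30% level; inactive means mean below 30% and not every replicate reaching it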;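 further: 0% = neutral control wells and 100% = L-leucinethiol positive control wells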
Target sequence (Q9NZ08 whole entry, looked up): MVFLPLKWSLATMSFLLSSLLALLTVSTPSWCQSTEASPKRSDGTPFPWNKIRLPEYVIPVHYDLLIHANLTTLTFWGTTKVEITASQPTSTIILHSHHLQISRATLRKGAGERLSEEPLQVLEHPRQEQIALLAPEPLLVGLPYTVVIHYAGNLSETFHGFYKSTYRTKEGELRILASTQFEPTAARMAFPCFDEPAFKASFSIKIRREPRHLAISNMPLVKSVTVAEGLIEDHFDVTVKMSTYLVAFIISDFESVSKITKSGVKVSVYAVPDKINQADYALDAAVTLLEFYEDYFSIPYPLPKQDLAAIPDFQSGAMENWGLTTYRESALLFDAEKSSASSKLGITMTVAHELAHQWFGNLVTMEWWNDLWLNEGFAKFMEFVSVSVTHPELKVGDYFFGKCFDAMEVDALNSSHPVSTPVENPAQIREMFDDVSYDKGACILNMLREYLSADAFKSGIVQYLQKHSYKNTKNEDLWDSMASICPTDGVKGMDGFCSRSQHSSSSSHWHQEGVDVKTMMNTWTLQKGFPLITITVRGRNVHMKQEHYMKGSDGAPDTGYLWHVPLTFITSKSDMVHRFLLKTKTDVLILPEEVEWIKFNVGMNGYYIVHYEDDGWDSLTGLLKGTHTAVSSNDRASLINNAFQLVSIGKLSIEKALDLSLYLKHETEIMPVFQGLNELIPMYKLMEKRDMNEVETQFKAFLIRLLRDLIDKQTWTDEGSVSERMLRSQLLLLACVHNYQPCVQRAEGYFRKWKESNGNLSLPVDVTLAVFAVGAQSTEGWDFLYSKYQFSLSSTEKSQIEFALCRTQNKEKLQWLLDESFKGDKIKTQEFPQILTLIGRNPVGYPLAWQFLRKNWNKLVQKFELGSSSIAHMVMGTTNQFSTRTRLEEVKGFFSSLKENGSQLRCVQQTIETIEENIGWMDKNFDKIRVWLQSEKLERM
EWS-Fli inh: blocks EWS/Fli oncoprotein-driven transcription; AID 651661; actives 0.67% (n = 350,000); A673 NR0B1-luciferase reporter, viability-normalised; inhibition, % at 12.6 µM;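 active means mean inhibition of at least 50% after viability correction, with every replicate also passing that limit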;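 further: firefly luciferase signal divided by Alamar Blue viability fluorescence both relative to DMSO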
LGR2 inh: blocks bursicon-induced cAMP signaling via Drosophila LGR2; HEK293 LGR2, CRE-luciferase, bursicon-stimulated, 4 h; inhibition, % at 9.99 µM; actives 0.35% (n = 380,000);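 active means drop in luminescence signal, shown as inhibition above about 50% in the replicate tests, limit read from the data, passing the limit was not always enough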;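 further: agonist challenge used bursicon conditioned medium at about half maximal strength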
* = called active by the depositor; / = not tested or not shown. No enrichment for hits; any-hit rate near 2.1%.

Sequence of screens: LGR2 inh, S100A4 inh HTS, PGC1a acetyl inh, ERAP1 HTS inh, PglD DTNB, PAX8 inh HTS, EWS-Fli inh, FN deposition inh
Cc1cc2c(cc1S(=O)(=O)N(C)c1ccccc1)n(C)c(=O)n2C
  -8, 2, -15, -2, -7, 12, 8, 2
Cc1ccc(-c2csc(NC(=O)c3c(C)noc3C)n2)cc1C
  -33, -9, /, 1, -3, -44, -43, -7
C[C@@H]1CN([C@H](C)CO)C(=O)c2cc(NS(=O)(=O)c3cccs3)ccc2O[C@@H](C)CCCCO[C@@H]1CN(C)Cc1ccc(Cl)c(Cl)c1
  1, 4, 0, -1, 0, 80*, -4, -6
CC(C)c1ccccc1NC(=O)COC(=O)COc1ccccc1[N+](=O)[O-]
  -23, 2, 6, -2, /, -2, -14, /
CNC[C@@H]1Oc2c(NS(=O)(=O)c3cccs3)cccc2C(=O)N([C@H](C)CO)C[C@H]1C
  6, -2, 0, -1, 3, /, -3, 4
CCOC(=O)C1=CN(CC2CCCO2)C=C(C(=O)OCC)C1c1ccccc1C(F)(F)F (stereo unspecified)
  38, -1, 9, 6, 1, 28, 5, 9
O=C(NNC(=S)Nc1ccc(Cl)cc1Cl)c1cccnc1
  -16, -11, 2, -2, 0, -56, -7, 2
CCOC(=O)N1CCc2c(sc(N)c2C#N)C1
  -2, -7, /, /, /, 6, -4, 11
CCCCOc1cccc(C2/C(=C(/O)c3ccc4c(c3)CC(C)O4)C(=O)C(=O)N2CCN2CCOCC2)c1 (stereo unspecified)
  -1, 17, 7, 4, 1, -7, 0, 5
C[C@H](NC(=O)c1nc[nH]c1C(=O)NC1CCN(C(=O)OC(C)(C)C)CC1)C(=O)OCc1ccccc1
  6, 3, /, -1, 1, -14, -13, 7
COc1ccc(/C=N/N=C2/CC(C)(C)Cc3n[nH]c(=O)cc32)cc1
  11, 28, 1, 0, -3, -36, -4, 4
COC(=O)Cc1c(O)ccn(Cc2ccc(Cl)c(Cl)c2)c1=O
  5, -3, 4, -3, /, 7, -12, 5
O=C(COc1ccccc1F)NNC(=O)Cn1c(=O)cnc2ccccc21
  10, -2, 4, 0, 0, 3, 4, 1
CCN(CC)C(=O)C1=C(C)N(CCCN2CCCC2=O)C(=O)C(CC(=O)NCCc2ccccn2)C1 (stereo unspecified)
  26, 5, 6, 1, -2, -2, 0, -1
CCNC(=O)C1(C)CCN(C(=O)c2ccc(OC(F)F)cc2)C1 (stereo unspecified)
  -9, -2, -1, -2, -3, -95, -2, 4
Cc1ccc(SCCNC(=O)c2ccccc2F)cc1
  -10, -2, -14, 1, -7, -24, -8, -1
C[C@H]1CN([C@@H](C)CO)C(=O)Cc2cc(NC(=O)Nc3ccc(C(F)(F)F)cc3)ccc2O[C@@H]1CN(C)C(=O)NC1CCCCC1
  1, 17, -3, 0, -3, 0, -1, /
Cc1ccsc1/C=N/NC(=O)CC(=O)NCC(C)C
  -11, 4, -3, 5, /, 6, 9, 7
CC(C)NC(=O)Nc1ccc2c(c1)C(=O)N([C@@H](C)CO)C[C@H](C)[C@H](CN(C)C(=O)c1ccncc1)OCCCC[C@H](C)O2
  -16, 96*, 0, 4, 0, 9, /, -5
CCCn1cnc2scc(-c3ccc(C)cc3)c2c1=O
  -2, -3, /, -3, /, 13, -5, -18
CN(C)C(=O)c1cccc(-c2cnc3c(NC=O)cc(-c4ccc(F)cc4)cn23)c1
  -13, -2, /, -2, 4, 34, 17, -11
Cc1ccccc1CNC(=O)COc1ccccc1
  -15, 5, -6, 2, 7, -15, -29, -18
Cc1cccc(C(=O)NC2CC3CCCC(C2)N3C(=O)Nc2ccccc2)c1 (stereo unspecified)
  5, -5, 5, -3, /, -9, 1, 5
C[C@@H]1CN([C@@H](C)CO)C(=O)c2cc(C3=CCCC3)cnc2O[C@H]1CN(C)C(=O)C1CCCCC1
  8, 3, 0, 5, 13, 11, 7, /
Cc1cc(Br)ccc1NC(=O)c1cnc(N2CCN(c3ccccn3)CC2)c2ccccc12
  14, -22, 14, 3, 1, 53, 19, 9
O=C(NNC(=S)NC(=O)c1ccccc1[N+](=O)[O-])c1ccccc1Cl
  -4, -3, /, 8, /, 3, 0, -8
Oc1ccc(C[C@@H]2CNCCN2CCc2cccc3ccccc23)cc1
  0, 0, /, 3, 5, -11, 6, 17
CCOc1ccccc1NC(=O)NCc1ccc(F)cc1
  -12, -1, -10, 12, -1, -3, -5, /
O=C(NCc1ccccc1)C(c1ccc(C(F)(F)F)cc1)n1c(=O)c(-c2ccco2)nc2ccccc21 (stereo unspecified)
  -10, -9, /, -3, /, 26, -22, -4
COc1ccc2c3c(n(C)c2c1)[C@@H](CO)N(Cc1cccnc1)CC31CN(C(=O)NC(C)C)C1
  12, -14, -14, 5, /, /, -4, /

Overlap with the part before: two entries, then new ones.
Sequence of screens: LGR2 inh, S100A4 inh HTS, PGC1a acetyl inh, ERAP1 HTS inh, PglD DTNB, PAX8 inh HTS, EWS-Fli inh, FN deposition inh
O=C(NCc1ccccc1)C(c1ccc(C(F)(F)F)cc1)n1c(=O)c(-c2ccco2)nc2ccccc21 (stereo unspecified)
  -10, -9, /, -3, /, 26, -22, -4
COc1ccc2c3c(n(C)c2c1)[C@@H](CO)N(Cc1cccnc1)CC31CN(C(=O)NC(C)C)C1
  12, -14, -14, 5, /, /, -4, /
Cc1nc2nc(CNC(=O)OC(C)(C)C)nn2c(C)c1CCC(=O)Nc1ccc2c(c1)OCO2
  -17, 3, 7, 1, 3, -17, -15, -12
COc1cc(C(=O)Nc2cccc(S(=O)(=O)N3CCCC3)c2)cc(OC)c1C
  21, 8, -19, /, -2, 17, 3, 4
C[C@@H]1CN([C@H](C)CO)S(=O)(=O)c2ccc(C3=CCCC3)cc2O[C@H]1CN(C)C(=O)C1CCOCC1
  -3, -8, -4, 7, -2, -42, 4, -3
CC(OC(=O)CSc1ccc([N+](=O)[O-])cc1)C(=O)NC1CC1 (stereo unspecified)
  4, 1, 6, 4, 0, -17, 1, -4
C[C@H]1CN([C@@H](C)CO)C(=O)c2cc(NC(=O)Cc3cn(C)c4ccccc34)ccc2O[C@@H]1CN(C)C(=O)Nc1ccc(C(F)(F)F)cc1
  5, -9, 2, -1, 4, /, -1, 8
C[C@@H]1CCCCO[C@H](CN(C)C(=O)C2CCCCC2)[C@H](C)CN([C@@H](C)CO)C(=O)c2cc(NC(=O)C3CCCCC3)ccc2O1
  20, 4, 7, 2, 2, -6, 4, /
Cc1ccnc(NC(=O)c2ccc(S(=O)(=O)NCc3ccco3)cc2)c1
  -8, -10, /, -1, -1, -22, -33, -5
COc1cccc(S(=O)(=O)Nc2ccc(C(=O)NCc3ccco3)cc2)c1
  2, /, -7, /, -1, /, /, 12
O=C(Cn1cc2c(n1)CCCC2)NC1CCN(Cc2ccccc2)CC1
  1, -2, 3, /, 1, -3, 0, -12
NC(=O)CSc1nc2scc(-c3ccc(Cl)cc3)c2c(=O)n1Cc1ccccc1
  0, /, -20, /, /, 27, /, 1
Cc1cccc(S(=O)(=O)N2CC[C@@H]3[C@H](CO)N(C)c4ccc(Br)cc4[C@@H]32)c1
  12, 5, -14, 0, 3, 11, 3, 0
COc1ccc(NC(=O)N(C)C[C@H]2Oc3c(NC(=O)c4ccncc4)cccc3C(=O)N([C@@H](C)CO)C[C@@H]2C)cc1
  -3, 14, 8, -1, -11, -8, 4, 5
O=C(c1cccc(O)c1)N1CCN(C(=O)C2CC2)CC1
  -1, 6, /, -6, -7, -9, 1, -9
O=C(C[C@@H]1CC[C@@H]2[C@H](COC[C@H](O)CN2C(=O)Cc2ccccc2)O1)NC1Cc2ccccc2C1
  -5, 0, 5, -1, 0, 6, 3, 3
CCOc1cc(C=O)cc(Br)c1OCC(N)=O
  -4, 1, 6, 0, /, -10, -1, 10
CCO/N=C/c1ccc(OC)c(Oc2nc(OC)cc(OC)n2)c1
  2, -1, /, 6, /, 2, 9, -9
COc1ccc(CNC(=O)CN=C2NC(=O)C(c3ccccc3)(c3ccccc3)N2)cc1
  -6, /, 3, /, -3, -39, /, -4
O=C(C1CCCCC1)N1C[C@H]2[C@@H](c3ccccc31)[C@H](CO)N2C(=O)Cc1ccccn1
  7, -2, -8, -2, 0, 1, -4, /
COc1ccc(/C=C2\SC(=S)N(CCCC(=O)NC3CCCC3)C2=O)cc1OC
  -5, 10, /, 1, 2, 18, 55*, -4
CCC1([N+](=O)[O-])COC(c2ccc(Cl)cc2)OC1 (stereo unspecified)
  -2, 1, 8, -1, -1, -7, 5, 7
COc1ccc(-c2[nH]ncc2CNCCn2cccn2)c(F)c1
  -6, -9, 6, -4, /, 14, -7, -19
c1ccc(-n2cc(CN3CCC(N4CCOCC4)CC3)c(-c3ccc4c(c3)OCO4)n2)cc1
  -6, -3, /, -1, 7, 4, 3, 0
CN(C)CCn1c2c(c(SCC(=O)Nc3ccccc3)nc1=O)CCCC2
  4, -1, /, -4, 3, 4, 1, 0
C[C@@H]1CCCCO[C@@H](CN(C)C(=O)Nc2ccccc2)[C@H](C)CN([C@H](C)CO)C(=O)c2cc(NC(=O)Nc3cccc4ccccc34)ccc2O1
  -2, -8, -1, 1, -9, 12, -3, 4
O=C(NNC(=O)c1cnccc1C(F)(F)F)c1cccc(Cl)c1
  4, 11, /, /, -10, -11, -8, 7
COc1ccccc1S(=O)(=O)N[C@@H]1CC[C@H](CCNC(=O)C2CCCCC2)O[C@@H]1CO
  16, -1, 2, 0, 11, -14, -10, -5
COc1ccc(CNC(=O)CN(CCC(C)C)S(=O)(=O)c2ccc3c(c2)OCCO3)cc1
  4, 0, 2, -1, 2, 2, 5, -3
CN(C(=O)COc1ccc(Cl)cc1Cl)c1nnc(C23CC4CC(CC(C4)C2)C3)s1
  15, 0, -6, 0, 0, 8, 3, 1
COCCNC(=O)C[C@H]1C[C@@H]2c3cc(NS(=O)(=O)c4ccccc4)ccc3O[C@@H]2[C@H](CO)O1
  -2, -23, 11, 1, -2, -13, -7, /
O=C(NN=Cc1ccc(Cl)cc1Cl)c1ccccc1
  -40, 5, /, -1, -1, -169, -107, -9
CC[C@@]12C(=O)N(c3cccc(Cl)c3)C(=O)N1[C@H](c1ccc(Br)cc1)[C@@H]1C(=O)N(C(C)(C)C)C(=O)[C@@H]12
  -3, 1, -17, -1, -2, -11, -1, -11
COc1cc2[nH]c(=O)n(CCCCCC(=O)NCCCN3CCC(C)CC3)c(=O)c2cc1OC
  /, /, -30, /, -2, 12, /, -4
Brc1c(CSc2nncc3ccccc23)nc2ccccn12
  19, 7, -2, 8, 4, 25, -20, 13
O=C(NC1CC2CCC(C1)N2Cc1nnnn1Cc1ccco1)NC12CC3CC(CC(C3)C1)C2 (stereo unspecified)
  /, /, 2, /, -6, 30, /, 5
Cc1occc1-c1nnc(SCC(=O)Nc2c(F)cccc2F)n1C
  -21, -5, /, 1, 4, -16, -10, -4
O=C(CCCCl)NC(=S)Nc1ccc(N2CCOCC2)cc1
  -29, -1, -26, /, -3, -42, -26, 4
Cc1ccc(C)c(NS(=O)(=O)c2ccc3c(c2)NC(=O)CCS3)c1
  -3, -2, -1, 0, -4, 27, 4, 3
COc1cc(CN2CCNC(=O)C2CC(=O)N(C)CCN2CCOCC2)cc(OC)c1 (stereo unspecified)
  -5, -5, -10, -5, 8, -4, -1, -3

2 entries from above, as a markdown table:
| structure | LGR2 inh | S100A4 inh HTS | PGC1a acetyl inh | ERAP1 HTS inh | PglD DTNB | PAX8 inh HTS | EWS-Fli inh | FN deposition inh |
| --- | --- | --- | --- | --- | --- | --- | --- | --- |
| COc1ccc(-c2[nH]ncc2CNCCn2cccn2)c(F)c1 | -6 | -9 | 6 | -4 | / | 14 | -7 | -19 |
| COc1ccc(/C=N/N=C2/CC(C)(C)Cc3n[nH]c(=O)cc32)cc1 | 11 | 28 | 1 | 0 | -3 | -36 | -4 | 4 |
